# Screening results (PubChem BioAssay)
# Pin1 inhibitor = qHTS Assay to Find Inhibitors of Pin1; AID 504891, 2011; Potency, µM (highest dose often 115 µM), without a hit: at the top dose activity, negative = inhibition, most hits filed as inhibitors; Pin1 FP peptide displacement, HiFluor488, 10 min; Peptidyl-prolyl cis-trans isomerase NIMA-interacting 1 (Homo sapiens), Q13526; actives 0.009% (n = 390,000); active = well fitted inhibition curve with a large enough effect in the polarisation, with a control signal flat, not every such curve was filed as active; inconclusive = small, poorly fitted or top-dose-only effect, or effect the other way, or a change in a side signal; inactive = no such curve, though single readings can be large or run the other way; the % refers to the polarisation; note: potency is the fitted concentration of half-maximal effect; % is set by controls: 0 for no effect and ±100 for the full control effect
# Target sequence (Q13526 whole entry, looked up): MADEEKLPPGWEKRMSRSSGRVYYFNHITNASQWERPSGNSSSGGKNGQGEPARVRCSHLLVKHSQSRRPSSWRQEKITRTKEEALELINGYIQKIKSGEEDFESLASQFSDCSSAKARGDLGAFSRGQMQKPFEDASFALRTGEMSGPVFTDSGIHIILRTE
# GLS inhibitor = qHTS for Inhibitors of Glutaminase (GLS); Glutaminase kidney isoform, mitochondrial (Homo sapiens), O94925; GLS enzymatic activity, qHTS titration; Potency, µM (doses to about 45.5 µM), without a hit: at the highest dose activity change, negative = inhibition, actives largely listed as inhibitors; actives 0.21% (n = 410,000); note: potency is the fitted concentration of half-maximal effect; % is set by controls: 0 for no effect and ±100 for the full control effect
#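 Human kidney-isoform GLS in 45 mM KH2PO4 pH 8.2, 0.02% Tween-20, with compound, started with 1mM L-Glutamine (added stock). Glutamate oxidase/HRP/Amplex red coupled fluorescence read at start and after 30 min at RT.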
# Tb PGK inh = qHTS Assay to Find Inhibitors of Phosphoglycerate Kinase | Phosphoglycerate kinase, glycosomal (Trypanosoma brucei brucei), P07378 | actives 0.043% (n = 380,000) | AID 602233, 2012 | PGK/GAPDH coupled, Kinase-Glo luminescence, 60 min | Potency, µM (titrated, usually from 57.5 µM), without a hit: at the top dose activity change, negative = inhibition, usual class: inhibitors; note: potency is the fitted concentration of half-maximal effect; % is set by controls: 0 for no effect and ±100 for the full control effect; nearly all actives have a fitted effect of over 60% in size
# Target sequence (P07378 whole entry, looked up): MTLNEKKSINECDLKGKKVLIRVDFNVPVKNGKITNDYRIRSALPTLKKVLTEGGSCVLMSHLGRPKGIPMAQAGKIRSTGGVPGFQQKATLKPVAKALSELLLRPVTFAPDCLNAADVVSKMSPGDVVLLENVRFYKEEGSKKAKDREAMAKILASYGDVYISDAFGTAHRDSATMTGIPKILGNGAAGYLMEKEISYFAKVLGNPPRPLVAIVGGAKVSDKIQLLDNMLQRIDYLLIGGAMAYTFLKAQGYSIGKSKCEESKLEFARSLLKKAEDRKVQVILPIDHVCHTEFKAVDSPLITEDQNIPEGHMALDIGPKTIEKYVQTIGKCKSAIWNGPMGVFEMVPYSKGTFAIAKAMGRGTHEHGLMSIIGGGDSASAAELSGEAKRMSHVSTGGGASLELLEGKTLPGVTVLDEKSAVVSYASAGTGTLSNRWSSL
#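 Luminescent ATP detection (Kinase-Glo Plus) follows a 60-minute room-temperature incubation, with wells lacking PGK as controls. Buffer: 100 mM TEA (pH 7.6), 5 mM MgCl2, 0.01% Tween-20. Coupling enzyme GAPDH (100 nM final) supplies unstable 1,3-BPG in-well.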
# BAZ2B block = qHTS Assay for Inhibitors of BAZ2B | Bromodomain adjacent to zinc finger domain protein 2B (Homo sapiens), Q9UIF8 | AlphaScreen BAZ2B-H3K14Ac peptide displacement | Potency, µM (titrated, usually from 114 µM), without a hit: at the highest dose activity change, negative = inhibition, usual class: inhibitors | actives 4.4% (n = 360,000) | AID 504333, 2011; note: potency is the fitted concentration of half-maximal effect; % is set by controls: 0 for no effect and ±100 for the full control effect; nearly all actives have a fitted effect of over 60% in size
#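 Compounds, titrated to a top concentration of 110 uM, were incubated 30 min at room temperature with preformed BAZ2B/acetyl-K14 H3 peptide complex (50 nM each). Proximity signal was measured by AlphaScreen after 20 min with beads.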
# PI4K2A inh = qHTS for small molecular inhibitors of PI4K2A; Phosphatidylinositol 4-kinase type 2-alpha (Homo sapiens), Q9BTU6; purified PI4K2A, ADP-Glo luminescence, 1 h; active compounds read low; activity change, negative = inhibition, % at 76.9 µM; actives 0.13% (n = 420,000); AID 1346378, 2018; in the data active = activity change below about -50%; inconclusive = mostly about -30% to -49%;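 note: -100% = wells without enzyme as full effect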
#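 Compounds are screened against recombinant PI4K2A using PI as substrate and ATP, the latter dispensed at 300 microM. Reactions run one hour at ambient temperature before ADP-Glo detection; full inhibition defined by wells lacking enzyme.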
# Pol eta inh = qHTS for Inhibitors of Polymerase Eta | DNA polymerase eta (Homo sapiens), Q9Y253 | recombinant Pol eta, fluorescent DNA replication assay | Potency, µM (titrated, usually from 114 µM), for inactives: top-dose activity change, negative = inhibition, actives largely listed as inhibitors | actives 1.2% (n = 390,000); note: potency is the fitted concentration of half-maximal effect; % is set by controls: 0 for no effect and ±100 for the full control effect
#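 Fluorescent replication assay: 50 nM final substrate added after a 15 min room-temperature compound preincubation with 10 nM enzyme. Signal taken at 0 min and again at 10 min.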
# JMJD2A Tudor = qHTS Assay for Inhibitors of JMJD2A-Tudor Domain | AlphaScreen JMJD2A-Tudor / H3K4me3 peptide binding | Lysine-specific demethylase 4A (Homo sapiens), O75164 | actives 4.4% (n = 390,000) | AID 504339, 2011 | Potency, µM (top dose mostly 114 µM), for the others: at the top dose activity change, negative = inhibition, usual class: inhibitors; note: potency is the fitted concentration of half-maximal effect; % is set by controls: 0 for no effect and ±100 for the full control effect; nearly all actives have a fitted effect of over 50% in size
# HP1b binding inh = HTS for Inhibitors of HP1-beta Chromodomain Interactions with Methylated Histone Tails; AlphaScreen HP1-beta / biotin-H3K9me3 peptide binding; Potency, µM (series often up to 114 µM), for inactives: top-dose activity change, negative = inhibition, hits mostly inhibitors; actives 0.56% (n = 390,000); note: potency is the fitted concentration of half-maximal effect; nearly all actives have a fitted effect of over 70% in size; inactives centre near 23
# Target sequence (P83916 whole entry, looked up): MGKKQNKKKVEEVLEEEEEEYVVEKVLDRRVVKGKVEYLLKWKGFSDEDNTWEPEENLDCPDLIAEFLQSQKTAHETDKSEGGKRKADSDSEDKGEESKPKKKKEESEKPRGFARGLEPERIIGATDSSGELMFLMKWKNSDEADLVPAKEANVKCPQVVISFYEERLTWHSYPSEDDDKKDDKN
#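 HP1-beta protein (50 nM final) preincubated 30 min at room temperature with biotinylated H3(1-18)K9me3 peptide (50 nM) in PBS pH 7.4, 0.01% Tween-20, then compound added for 30 min. AlphaScreen streptavidin donor/nickel chelate acceptor beads (10 ug/mL final), 30 min dark, luminescence read.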
# G9a inh = qHTS Assay for Inhibitors of Histone Lysine Methyltransferase G9a; G9a H3K9 monomethylation, AlphaScreen, 2 h; actives 8.8% (n = 350,000); Potency, µM (top dose mostly 102 µM), inactives show at the highest dose activity, negative = inhibition, most hits filed as inhibitors; note: potency is the fitted concentration of half-maximal effect; % is set by controls: 0 for no effect and ±100 for the full control effect; nearly all actives have a fitted effect of over 75% in size
# Target sequence (Q96KQ7 913-1193 limits assumed): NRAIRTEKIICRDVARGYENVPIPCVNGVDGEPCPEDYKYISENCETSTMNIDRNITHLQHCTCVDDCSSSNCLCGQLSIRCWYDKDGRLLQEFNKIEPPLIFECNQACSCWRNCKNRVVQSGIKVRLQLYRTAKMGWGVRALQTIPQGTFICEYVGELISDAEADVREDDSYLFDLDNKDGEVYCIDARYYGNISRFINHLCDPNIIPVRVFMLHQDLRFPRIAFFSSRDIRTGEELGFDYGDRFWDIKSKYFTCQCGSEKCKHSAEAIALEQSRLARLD
#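 Chemiluminescent proximity detection of H3K9 monomethylation, read after 10 min bead incubation in the dark. Reaction: 20 nM G9a, 500 nM biotin-H3K9 peptide, 20 uM SAM cofactor, 2 h, room temperature, following 15 min enzyme-compound preincubation.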
# Numbers without * were called inactive; i = inactive; u = inconclusive; x = no result given; & = joins results of further samples; [ ] = another dose, or the depositor's remark. Unless noted, calls come from the whole dose curve; as a rule, active = well fitted curve in the direction sought with a large enough effect; inconclusive = small, poorly fitted or top-dose-only effect, or another doubt; inactive = no such curve, though single readings can be large; an effect the other way counts as inactive or inconclusive. Only part of the results is shown. The share of hits here may be higher or lower than overall.
No.	SMILES	Pin1 inhibitor	GLS inhibitor	Tb PGK inh	BAZ2B block	PI4K2A inh	Pol eta inh	JMJD2A Tudor	HP1b binding inh	G9a inh
1	Cc1ccc(NC(=O)CN(c2ccccc2)S(=O)(=O)N(C)C)cc1	0%	-9%	i	7%	3	-17%	-3%	42%	10%[59 µM]
2	Cc1ccc(NC(=O)CSc2nc(N)c(-c3ccccc3)c(=O)[nH]2)cc1Cl	-5%	-3%	i	4%	-5	-7%	-21%	13%	-28%
3	Cc1cc(SCCC(=O)O)nc2ccccc12	1%	3%	-10%	-2%	-1	-2%	-17%	25%	-2%
4	CC1=NNC(=O)C1CCC(=O)N/N=C(\C)c1ccccc1 (stereo not given)	u	29%	-3%	3%	0	5%	-2%	18%	7%
5	Cc1ccc(NC(=O)COC(=O)Cc2ccccc2)cc1S(=O)(=O)N1CCOCC1	-5%	1%	4%	x	3	-14%	-10%	33%	x
6	O=C(Nn1cnc2ccccc2c1=O)c1ccc(Cl)c([N+](=O)[O-])c1	6%	-4%	1%	0%	-1	12%	-6%	7%	21%
7	S=C1NC2=C(C(c3ccc(Br)cc3)N1)N1CCC2CC1 (stereo not given)	-12%	-21%	-7%	1%[57.1 µM]	-4	-13%	-13%	48%	u
8	O=C(CSc1oc(-c2ccco2)nc1S(=O)(=O)c1ccc(Br)cc1)c1ccccc1	u	5%	-3%	-14%	1	-6%	-31%	6%	-50%[59 µM]

No.	SMILES	Pin1 inhibitor	GLS inhibitor	Tb PGK inh	BAZ2B block	PI4K2A inh	Pol eta inh	JMJD2A Tudor	HP1b binding inh	G9a inh
9	CC(C)CSCC1OC(n2cnc3c(N)nccc32)C(O)C1O (stereo not given)	x	-9%	-2%	x	1	-8%	x	x	x
10	Cc1ccc(C(=O)C2COC(=O)C2)cc1 (stereo not given)	-1%	0%	-3%	-5%	-3	-12%	-4%	27%	22%[59 µM]
11	CCCc1nnc(SCC(=O)O)n1/N=C/c1ccc2c(c1)OCO2	-10%	1%	-9%	-9%	3	-1%	u	34%	u
12	CC1CCC(N2CC(=O)N(Cc3ccc4c(c3)OCO4)C(c3ccc(F)cc3)C2=O)CC1 (stereo not given)	-9%	-8%	-11%	-5%	0	-19%	-15%	7%	21%[12.7 µM]
13	COc1cc(C(=O)NCc2ccc3c(c2)OCO3)ccc1OCc1c(C)noc1C	16%	0%	-3%	-6%	7	-11%	-17%	33%	26%[2.33 µM]
14	O=C(COC(=O)c1ccc(Cl)nc1)Nc1ccc(N2CCCCC2)cc1	11%	1%	-8%	x	0	-1%	-34%	-5%	x
15	CC(C)(C)C(=O)Nc1nc2nc(-c3ccccc3)cc(=O)n2[nH]1	-10%	0%	4%	-4%	-1	-7%	-22%	18%	u
16	Cc1cc(O)c2c(CN3CCN(Cc4ccccc4)CC3)cc(=O)oc2c1	0%	12%	-8%	-39%	1	-23%	-20%	25%	1%

No.	SMILES	Pin1 inhibitor	GLS inhibitor	Tb PGK inh	BAZ2B block	PI4K2A inh	Pol eta inh	JMJD2A Tudor	HP1b binding inh	G9a inh
17	Cc1sc2nc(CN3CCN(c4ccc(O)cc4)CC3)[nH]c(=O)c2c1C	31%[activator]	30%	i	u	-6	-19%	u	u	x
18	COc1ccc(CCNC(=O)C(=O)NCC2OCCN2S(=O)(=O)c2ccc(OC)c(C)c2)cc1 (stereo not given)	8%	-4%	-1%	-6%	-2	-12%	1%	41%[activator]	26%
19	CCOc1ccccc1OCCOCCN1CCN(Cc2ccccc2)CC1	1%	0%	i	18µM*	0	-13%	0.79µM*	u	x
20	COc1ccc(OC)c(-c2csc(NC(=O)Cc3ccc(F)cc3)n2)c1	3%	4%	-2%	-39%	-1	-20%	u	-14%	-16%
21	CC(=O)c1ccc(NC(=O)COc2ccccc2-c2nc(-c3cccc(C)c3)no2)cc1	-2%	2%	-8%	-8%	3	-12%	-26%	-7%	-30%[59 µM]
22	Cc1c(C(=O)Nc2ccc(F)c(F)c2)oc2ccc(S(=O)(=O)N3CCCCC3)cc12	-1%&-4%	-17%&-7%	-3%&-2%	-1%&-22%	2&1	-8%&-9%	-17%&-13%	9%&20%	6%&-21%[59 µM]
23	OC(CCCCN1CCCCC1)c1ccccc1 (stereo not given)	-8%	-7%	i	-4%	1	0%	-3%	-15%	-4%
24	CC(C)(C)c1ccc(-c2n[nH]c(=S)n2C2CCCC2)cc1	-5%	u	i	2%	-4	-16%	u	16%	7.9µM*

# 3 structures out of the list, sorted by number of heavy atoms, ascending.
No.	SMILES	Pin1 inhibitor	GLS inhibitor	Tb PGK inh	BAZ2B block	PI4K2A inh	Pol eta inh	JMJD2A Tudor	HP1b binding inh	G9a inh
1	Cc1ccc(NC(=O)CN(c2ccccc2)S(=O)(=O)N(C)C)cc1	0%	-9%	i	7%	3	-17%	-3%	42%	10%[59 µM]
17	Cc1sc2nc(CN3CCN(c4ccc(O)cc4)CC3)[nH]c(=O)c2c1C	31%[activator]	30%	i	u	-6	-19%	u	u	x
16	Cc1cc(O)c2c(CN3CCN(Cc4ccccc4)CC3)cc(=O)oc2c1	0%	12%	-8%	-39%	1	-23%	-20%	25%	1%

# More entries.
No.	SMILES	Pin1 inhibitor	GLS inhibitor	Tb PGK inh	BAZ2B block	PI4K2A inh	Pol eta inh	JMJD2A Tudor	HP1b binding inh	G9a inh
25	O=C1CCCC/C=C\C[C@H](CC(=O)N(CCO)Cc2ccccc2)C(=O)N[C@@H](Cc2ccccc2)CO1	-4%	0%	7%	x	-2	-28%	-8%	33%	x
26	O=C(c1ccc(Cl)c(Cl)c1)N1CCC(=O)N(C(CO)Cc2ccccc2)CC1 (stereo not given)	-10%	17%	1%	x	-1	0%	35µM*	-22%	x
27	c1ccc(Nc2c(-c3ccccc3)nc3ncccn23)cc1	0%	0%	i	-24%	-7	-9%	-4%	3%	-19%[59 µM]
28	Cn1c(N)c(C(=O)/C=C/c2ccccc2)c(=O)[nH]c1=O	5%	-5%	-7%	-2%	5	-6%	-24%	-24%	u
29	Cc1ccc(S(=O)(=O)N2CCCC(C(=O)N(Cc3cccs3)C3CC3)C2)cc1 (stereo not given)	-5%	-5%	-6%	x	-5	-15%	8%	33%	0%[59 µM]
30	O=C(Nc1ccc(Cl)cc1)OCCn1nnnc1C(c1ccccc1Cl)N1CCOCC1 (stereo not given)	-9%	27%	-5%	-3%[57.1 µM]	-4	4%	35µM*	-18%	11%[59 µM]
31	Clc1nc(CN2CCOCC2)nc2sc3c(c12)CCC3	-1%	0%	-8%	-10%	-3	-12%	-12%	22%	9%
32	CCOC(=O)C1CCCN(c2c(C(=O)c3ccccc3)cnc3ccccc23)C1 (stereo not given)	2%	8%	-1%	u	4	-12%	-30%	7%	-10%

# Record cards, from the list above. Order of screens: Pin1 inhibitor	GLS inhibitor	Tb PGK inh	BAZ2B block	PI4K2A inh	Pol eta inh	JMJD2A Tudor	HP1b binding inh	G9a inh
# CC1CCC(N2CC(=O)N(Cc3ccc4c(c3)OCO4)C(c3ccc(F)cc3)C2=O)CC1 (stereo not given) is entered as -9%	-8%	-11%	-5%	0	-19%	-15%	7%	21%[12.7 µM]
# Clc1nc(CN2CCOCC2)nc2sc3c(c12)CCC3 is entered as -1%	0%	-8%	-10%	-3	-12%	-12%	22%	9%

# Remaining list, next part
No.	SMILES	Pin1 inhibitor	GLS inhibitor	Tb PGK inh	BAZ2B block	PI4K2A inh	Pol eta inh	JMJD2A Tudor	HP1b binding inh	G9a inh
33	CCOC(=O)C1=C(c2ccccc2)NC(N)=NC1c1ccc(OCc2ccc(C(=O)OC)cc2)cc1 (stereo not given)	29%	-5%	i	u	11	3%	-29%[11.4 µM]	-9%	x
34	CCOCCCNC(=O)Cn1ncc2c([nH]c3ccccc32)c1=O	2%	0%	11%	1%	-4	-12%	8%	19%	-3%[59 µM]
35	S=C1NCCc2ccc(Cl)cc2C1c1ccccc1Cl (stereo not given)	1%	0%	-3%	45µM*	23	-13%	u	-27%	u
36	COc1ccccc1NC(=O)Cc1noc(CSc2nnc(N)s2)n1	2%	10%	0%	-12%	5	-8%	-12%	34%	u
37	O=c1c2cc3c(nc2[nH]c(=S)n1-c1ccccc1)CCCC3	-6%	-2%	-9%	-4%	-9	-19%	-6%	53%[activator]	6%
38	COc1ccc(C)cc1NC(=O)CSc1nc(=O)n(Cc2ccccn2)c2c1CCC2	-1%	-14%	-2%	-8%	0	-10%	-10%	19%	u
39	c1cnc(Nc2nc(-c3ccc4ccccc4c3)cs2)nc1	-5%	-2%	x	9%	-1	-1%	-7%	12%	27%[12.7 µM]
40	COC(=O)c1ccc2c(c1)N(CC(=O)Nc1ccc(OC)c(Cl)c1)C(=O)c1ccccc1S2	11%	-10%	3%	-8%	1	-9%	-16%	9%[57 µM]	-3%[59 µM]
41	CC1=C(C(=O)Nc2cccc([N+](=O)[O-])c2)C2(CCC(C)CC2)OC1=O (stereo not given)	-5%	0%	-7%	u	1	-9%	u	5%	-6%[59 µM]
